Screening data: PubChem, several laboratories
CRFBP-R2 block – antagonists of CRF-BP/CRF-R2 complex, primary screen, cell-based, HEK293, calcium dye fluorescence, uHTS; AID 588475, 2011; 350,000 compounds, 0.59% hits; CRF-induced calcium fluorescence; inhibition, % at 11.8 µM;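 active means inhibition of the ligand-induced calcium signal above about 50% at the single tested concentration, limit read from the data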
CRFR2-BP ag – agonists of CRF-BP/CRF-R2 complex, primary screen, cell-based, HEK293, calcium dye fluorescence, uHTS; AID 588473, 2011; 350,000 compounds, 0.46% hits; calcium dye fluorescence (FLIPR); percent of saturating CRF peptide response; activation, % at 13.2 µM;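 active means activation of at least 50%, plus an integration ratio under a set limit after plate pattern correction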;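 further: plate controls were neutral control wells without compound for no effect and CRF at EC100 for full effect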
M5 antag – human M5 muscarinic receptor antagonists, primary screen, CHO cells, Fluo-8 calcium fluorescence; Muscarinic acetylcholine receptor M5 (Homo sapiens), P08912; CHO-hM5 cells, ACh EC80; inhibition, % at 3 µM; 360,000 compounds, 0.59% hits; AID 624040, 2012;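 active means inhibition above a per-plate cutoff, the mean of that plate's test compounds plus 3 SD, cut at about 27% in these data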;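 further: 0% = acetylcholine EC80 with DMSO and 100% = DMSO without agonist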
CHRM4 antagonist – human M4 muscarinic receptor antagonists, primary screen, CHO cells, Fluo-8 calcium fluorescence. Muscarinic acetylcholine receptor M4 (Homo sapiens), P08173. CHO-hM4 cells, ACh EC80. inhibition, % at 3 µM. 360,000 compounds, 0.73% hits;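 active means inhibition above its plate's cutoff, the mean inhibition of sample wells plus 3 SD, cut at about 27% in these data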;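 further: 0% = acetylcholine EC80 with DMSO and 100% = DMSO without agonist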
Target sequence (P08173 whole entry, looked up): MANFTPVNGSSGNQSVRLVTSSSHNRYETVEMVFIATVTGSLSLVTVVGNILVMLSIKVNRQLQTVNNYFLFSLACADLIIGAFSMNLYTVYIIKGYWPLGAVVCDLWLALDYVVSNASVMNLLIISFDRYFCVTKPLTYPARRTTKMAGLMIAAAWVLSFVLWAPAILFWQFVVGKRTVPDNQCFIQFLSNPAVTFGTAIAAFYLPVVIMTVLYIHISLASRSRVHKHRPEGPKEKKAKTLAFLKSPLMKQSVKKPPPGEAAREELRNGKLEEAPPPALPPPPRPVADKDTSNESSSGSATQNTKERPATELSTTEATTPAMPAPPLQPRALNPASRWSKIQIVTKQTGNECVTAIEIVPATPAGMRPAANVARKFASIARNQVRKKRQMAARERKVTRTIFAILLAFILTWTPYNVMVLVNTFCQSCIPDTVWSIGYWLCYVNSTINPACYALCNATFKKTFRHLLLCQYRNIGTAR
M4 PAM – human M4 muscarinic receptor positive allosteric modulators, primary screen, CHO-K1 cells, Fluo-8 calcium fluorescence. CHO-K1 hM4/Gqi5, ACh EC20; 0% = ACh EC20, 100% = maximal ACh. activation, % at 3 µM. 360,000 compounds, 0.4% hits. AID 624126, 2012;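 active means activation above its plate's cutoff, the mean activation of sample wells plus 3 SD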; further: some results filed as inactive read as strong as hits
M4 ag – human M4 muscarinic receptor agonists, primary screen, CHO-K1 cells, Fluo-8 calcium fluorescence | Muscarinic acetylcholine receptor M4 (Homo sapiens), P08173 | CHO-K1 hM4/Gqi5; vehicle 0%, full acetylcholine response 100% | activation, % at 3 µM | 360,000 compounds, 0.14% hits;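 active means activation above the run mean over all test wells plus 3 SD, cut at about 32% in these data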;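 further: peak over basal fluorescence ratio per well then scaled between controls; 0% = DMSO wells and 100% = acetylcholine at EC100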
CHRM5 PAM – human M5 muscarinic receptor positive allosteric modulators, primary screen, CHO-K1 cells, Fluo-8 calcium fluorescence; activation, % at 3 µM; 360,000 compounds, 0.3% hits; Muscarinic acetylcholine receptor M5 (Homo sapiens), P08912; CHO-K1 hM5, ACh EC20 PAM; 0% = ACh EC20, 100% = ACh EC100;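 active means activation above the run cutoff, the mean activation of all test compounds plus 3 SD, cut at about 18% in these data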
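Assay system: CHO-K1 hM5 cells. Also added: acetylcholine at EC20 concentration, added after compound. Dosing: 3 µM, single dose. Times: compound preincubation 140 s before EC20 acetylcholine addition. Signal: Fluo-8 calcium fluorescence. Measure: % activation relative to EC20 and EC100 ACh responses. Repeats: singlicate, one well per test compound.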
CHRM5 agonist – human M5 muscarinic receptor agonists, primary screen, CHO-K1 cells, Fluo-8 calcium fluorescence; 360,000 compounds, 0.19% hits; activation, % at 3 µM; CHO-K1 hM5 cells; 0% DMSO wells, 100% maximal acetylcholine response; Muscarinic acetylcholine receptor M5 (Homo sapiens), P08912;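 active means activation above the run's mean over test compounds plus 3 SD, cut at about 23% in these data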;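 further: signal is peak over basal fluorescence ratio across the kinetic read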
CHRM1 PAM – human M1 muscarinic receptor positive allosteric modulators, primary screen, CHO-K1 cells, Fluo-8 calcium fluorescence, 1536-well. activation, % at 3 µM. CHO-K1 hM1, ACh EC20; 0% = ACh EC20, 100% = maximal ACh. AID 588819, 2011. Muscarinic acetylcholine receptor M1 (Homo sapiens), P11229. 360,000 compounds, 0.088% hits; in the data active means activation above about 19%, passing the limit was not always enough
Target sequence (P11229 whole entry, looked up): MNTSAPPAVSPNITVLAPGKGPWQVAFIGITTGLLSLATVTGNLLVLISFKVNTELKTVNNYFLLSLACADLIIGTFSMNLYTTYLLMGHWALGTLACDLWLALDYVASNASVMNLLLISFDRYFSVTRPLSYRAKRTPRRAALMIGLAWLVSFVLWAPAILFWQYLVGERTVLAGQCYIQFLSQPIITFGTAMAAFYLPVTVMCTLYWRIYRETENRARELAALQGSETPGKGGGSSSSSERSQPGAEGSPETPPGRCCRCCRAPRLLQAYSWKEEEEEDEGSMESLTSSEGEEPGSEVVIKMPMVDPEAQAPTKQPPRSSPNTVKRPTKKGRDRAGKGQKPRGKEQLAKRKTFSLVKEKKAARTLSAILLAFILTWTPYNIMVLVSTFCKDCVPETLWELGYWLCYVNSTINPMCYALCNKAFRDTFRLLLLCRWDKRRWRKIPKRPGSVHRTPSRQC
* marks the source's active call; other numbers are inactive results; x = not tested or not shown.

mol,CRFBP-R2 block,CRFR2-BP ag,M5 antag,CHRM4 antagonist,M4 PAM,M4 ag,CHRM5 PAM,CHRM5 agonist,CHRM1 PAM
COc1ccc(Cl)cc1-c1cc(C(=O)NCC2CCCCC2)[nH]n1,x,x,2,-8,-3,1,-4,-2,-9
CSCC[C@@H](CO)NC(=O)[C@H]1O[C@@H](n2ccc(N)nc2=O)[C@H](O)[C@@H]1O,x,x,2,-5,0,0,6,3,-6
O=[N+]([O-])c1cccc(COc2ccccc2CO)c1,x,x,3,-3,8,3,-8,0,x
CC(/C=C/c1ccccc1)=N/NC(=O)CNC(=O)c1ccccc1F,-5,-0.6,4,4,11,0,2,-2,1
CNC(=O)C1=C(C)Nc2nc3ccccc3n2C1c1cccc(OC)c1 (stereo unspecified),-5,1.6,-2,-26,5,1,-3,-2,7
CC(C)CC(=O)c1c[nH]c(C(=O)NCc2cccnc2)c1,7,0.2,0,-20,7,2,7,2,8
Cc1ccc(-c2onc3ccc(Cl)cc23)cc1,9,-0.5,0,7,3,-1,-1,0,-2
COCCn1c(SCC(=O)NC(C)c2ccccc2)nc2ccccc21 (stereo unspecified),-25,-1.4,-1,-11,5,1,-1,-1,4
CC(=O)Nc1sc(C)c(C)c1C(=O)OCC(=O)Nc1ccccc1C(F)(F)F,19,-0.8,-3,-2,11,0,2,1,12
CC(C)Sc1nc(SCC(=O)O)c2c3c(sc2n1)COC(C)(C)C3,10,0.1,0,-11,13,1,2,0,6
Cc1ccc(NC(=O)N(CCCN2CCOCC2)Cc2cccs2)cc1C,-7,4.9,-7,-20,10,1,-2,-1,32*
O=C(CN1C(=O)NC2(CCCCCC2)C1=O)Nc1ccc2c(c1)CCC2,-15,-0.2,1,2,-2,2,0,0,0
c1ccc(N2CCOCC2)c(Nc2nc3ccccc3n3cnnc23)c1,5,1.0,-3,-9,8,1,3,3,12
COc1ccc(C2=NOC(Cn3nc(C(=O)NCc4cccs4)cc3-c3ccccc3)C2)cc1 (stereo unspecified),7,0.7,11,15,-8,21,-36,7,-16
COc1ccc(/C=C(/C#N)C(=O)Nc2cc(C)ccc2C)cc1C(=O)O,-6,-1.8,2,4,29*,1,1,2,16
O=C(COC(=O)c1ccccc1F)Nc1cccnc1Cl,0,-0.8,-10,-12,7,2,3,-3,11
COCCn1c(C)cc(C2=NNC(=Nc3ccccc3)SC2)c1C,-12,-0.1,6,-5,2,1,-4,-2,-9
CC(C)c1ccc(NC(=O)c2cc(-c3cc(F)ccc3OCC3CCCO3)n[nH]2)cc1 (stereo unspecified),x,x,-1,0,-2,-1,-9,-2,-6
COc1cccc(C(CC(=O)Nc2cccc3ccccc23)NC(=O)c2ccccc2)c1 (stereo unspecified),4,0.2,-5,-4,3,2,3,2,-1
CCN(CC)C(=O)C(=O)c1cccn1-c1ccc(C#N)cc1,-27,4.0,-5,-13,-7,0,1,-1,7
O=C(CNC(=O)C(c1ccccc1)c1ccccc1)N/N=C\c1ccc(C(=O)O)cc1,-10,-0.1,-1,12,7,0,7,2,12
Cn1c(=O)n(C)c2cc(S(=O)(=O)NCCc3ccccc3)ccc21,-8,0.2,5,-5,-8,6,-18,4,1
CCc1ccc(NC(=O)N(CCN2CCOCC2)C2CCN(C(C)=O)CC2)cc1,-16,-3.0,11,11,-4,0,-5,1,1
CNc1nc(OCC(F)(F)F)nc(N2CCOCC2)n1,-2,4.8,-11,1,9,1,4,-3,4
O=C(NN=C1CCN(Cc2ccccc2)CC1)c1cccc(S(=O)(=O)Nc2ccccc2Cl)c1,16,-0.6,5,-4,1,-1,-7,-2,-1

Complete entries as entered above.
Listed for `Cc1ccc(NC(=O)N(CCCN2CCOCC2)Cc2cccs2)cc1C` → CRFBP-R2 block: -7; CRFR2-BP ag: 4.9; M5 antag: -7; CHRM4 antagonist: -20; M4 PAM: 10; M4 ag: 1; CHRM5 PAM: -2; CHRM5 agonist: -1; CHRM1 PAM: 32*
Listed for `O=[N+]([O-])c1cccc(COc2ccccc2CO)c1` → CRFBP-R2 block: x; CRFR2-BP ag: x; M5 antag: 3; CHRM4 antagonist: -3; M4 PAM: 8; M4 ag: 3; CHRM5 PAM: -8; CHRM5 agonist: 0; CHRM1 PAM: x

Following part:
mol,CRFBP-R2 block,CRFR2-BP ag,M5 antag,CHRM4 antagonist,M4 PAM,M4 ag,CHRM5 PAM,CHRM5 agonist,CHRM1 PAM
COc1ccc(-c2nnc(SCC(=O)NCC3CCCO3)n2C)cc1 (stereo unspecified),-2,2.8,4,-1,2,1,8,0,14
O=S(=O)(c1ccc(Nc2ccc(-c3ccc4c(c3)OCCO4)nn2)cc1)N1CCCC1,-12,0.3,2,-4,-2,14,-14,3,-3
COc1cccc(CNC(=O)CCN2C(=O)[C@@H]3Cc4ccccc4CN3C2=O)c1,-1,8.6,-3,-27,20*,2,0,-4,3
Cc1ccccc1-c1nnc(SCC(=O)Nc2cccnc2Cl)o1,7,-5.7,-8,-3,7,1,9,7,7
Cn1nnnc1SC1CC(=O)N(c2ccccc2)C1=O (stereo unspecified),6,0.4,7,1,-8,3,0,0,7
Cc1cc(=O)n(CC(C)O)c(O)c1C#N (stereo unspecified),7,5.3,2,1,10,0,2,-3,10
Cc1cccc(NC(=O)CNC(=O)c2ccccc2Cl)n1,-1,0.5,26,1,-2,0,-8,-3,4
CC(C)N1CCC1(C)C(=O)Nc1ccccc1OC(F)F (stereo unspecified),x,x,19,-8,0,-1,-1,0,7
CC(C)(CN1CCCC1)NS(=O)(=O)c1ccc(Cl)cc1,2,1.3,5,-3,-8,1,5,-6,2
Cn1c(=O)c(C(=O)NCCO)c(O)c2ccccc21,-23,5.1,-1,3,10,0,0,-2,3
COCCN1CCN(Cc2cn(C)nc2-c2cccc(Cl)c2)CC1,3,-2.5,0,6,-2,0,-1,-2,7
O=C(NC1CCCCC1)c1ccc(Cn2cc(Br)cn2)o1,-5,-1.5,7,6,-5,0,-5,-2,-3
N#Cc1ccccc1CSC1=NCCS1,-11,-1.9,-6,-4,10,0,9,-4,3
COc1ccc(F)cc1S(=O)(=O)Nc1cccc(C(=O)O)c1,1,0.7,1,7,2,0,1,-2,2
CC(=O)Nc1nc2[nH]ccc2c(=O)[nH]1,41,-2.1,3,-5,4,1,-3,-1,7
CCCC(c1nnnn1C(C)(C)CC)N(CCCO)Cc1cc2cc(C)cc(C)c2[nH]c1=O (stereo unspecified),-12,-1.2,-2,2,11,1,-2,-1,10
CN(C(=O)CN1C(=O)/C(=C/c2ccccc2F)SC1=S)C1CCS(=O)(=O)C1 (stereo unspecified),10,-0.2,12,-1,0,-1,0,-5,0
Cc1cc(=O)oc2c(CN3CC(C)OC(C)C3)c(O)c(Cl)cc12 (stereo unspecified),-4,1.6,2,0,4,1,-7,-3,-3
CC(=O)N1CCCN(Cc2nc(C3(c4ccc(C)cc4)CCCC3)no2)CC1,-16,0.6,12,-1,0,-1,-5,-10,8
O=C(CCN1C(=O)/C(=C/c2cccs2)SC1=S)N1CCCCC1,-1,9.2,3,5,-1,4,-3,-2,-4
CCOc1ccccc1CN1CCNC(=O)C1CC(=O)NC1CCCCCC1 (stereo unspecified),-1,1.4,0,0,8,0,4,-2,22
O=C(CS(=O)(=O)c1ccccc1)Nc1nc(-c2ccccc2)cs1,6,-3.4,-8,7,-1,4,-7,-2,0
Cc1cc(C)nc(N/N=C/c2ccc([N+](=O)[O-])o2)n1,-3,-0.8,3,0,0,1,0,-4,4
O=C(CCS(=O)(=O)c1ccc(Br)cc1)NCc1ccco1,7,-0.5,-25,-14,3,2,8,-6,4
COc1ccc(C2(C)NC(=O)N(CC(=O)NC3(C#N)CCCCC3)C2=O)cc1 (stereo unspecified),-4,-1.3,6,3,-6,0,-5,-2,3

Next records.
mol,CRFBP-R2 block,CRFR2-BP ag,M5 antag,CHRM4 antagonist,M4 PAM,M4 ag,CHRM5 PAM,CHRM5 agonist,CHRM1 PAM
CCc1ccccc1Nc1nc(N)nc(COC(=O)CCS(=O)(=O)c2ccccc2)n1,-16,-0.1,7,1,-6,1,-1,-1,0
Cc1cccc(OCC(=O)NC(=S)N2CCCc3ccccc32)c1,7,0.9,5,6,-9,4,-4,-3,2
COc1ccc(S(=O)(=O)N[C@@H](Cc2ccccc2)C(=O)N2CC[C@@]3(O)CCCC[C@H]3C2)cc1,-18,0.6,-8,-8,4,10,-4,2,2
CC(C)C(C(=O)NCc1ccccc1)N(CC1CCCO1)C(=O)CNS(=O)(=O)c1ccccc1 (stereo unspecified),-5,1.3,20,7,-9,1,-6,-3,-3
N#Cc1cnn2c(-c3ccc(Cl)cc3Cl)ccnc12,3,21,12,-4,-2,3,-6,2,3
CCOc1ccc(NS(=O)(=O)c2ccc(-c3coc(C)n3)cc2)cc1,-8,1.0,-6,-2,1,6,-4,2,-4
CC(=O)NC(CCCCNC(=S)NC1CCCCC1)C(=O)O (stereo unspecified),9,1.9,1,5,-6,0,-1,-1,5
O=C(NCc1ccco1)c1ccccc1NS(=O)(=O)c1ccc(Br)s1,42,20,13,4,2,12,-13,5,-1
CCOc1ccc(N2C(=O)/C(=C/c3cc(OC)c(OC)c(OC)c3)N(CC(=O)OC)C2=S)cc1,18,1.5,-2,10,-5,1,2,-5,-1
O=C(c1ccccc1)N1CCN(C(=O)c2ccc(OC(F)(F)F)cc2)CC1,-10,-0.3,11,0,-4,0,-2,-4,-9
CN(C)c1ccc(NC(=O)CCCCCn2nnc3ccccc3c2=O)cc1,13,0.8,5,-5,2,2,-1,-1,4
c1ccc(CN2CCN(c3nc(N4CCOCC4)c4ccccc4n3)CC2)cc1,-18,-0.2,8,1,-4,2,-5,-1,3
Cn1cc(-c2csc(C(O)(c3ccccc3)C(F)(F)F)n2)cn1 (stereo unspecified),x,x,-4,1,8,1,0,-1,0
CCCCNC(=S)NNc1c(Cl)cc(Cl)cc1Cl,-12,-0.3,13,5,2,-1,-1,-10,-5
CCc1cc(C(=O)N2CCCC(N3CCN(c4cccc(C(F)(F)F)c4)CC3)C2)n(C)n1 (stereo unspecified),14,-2.4,11,-11,-6,6,-9,-2,-2
O=S(=O)(c1ccccc1)N1CCN(Cc2ccccc2)c2ccccc21,8,0.4,15,-1,-5,-2,-14,-3,-1
COc1cccc(CNC(=O)C(C)n2ccc3cc(S(=O)(=O)N4CCCCCC4)ccc32)c1 (stereo unspecified),-11,2.0,4,4,-11,3,-3,-1,-1
COc1ccccc1-c1c(C(F)(F)F)oc2cc(OCC(=O)Nc3ccccc3C(F)(F)F)ccc2c1=O,-1,4.1,1,-1,-4,1,-2,3,4
Cc1noc(C)c1C(=O)OCC(=O)c1ccc[nH]1,-5,0.1,0,-1,-4,1,-4,-4,5
N#Cc1c(NC(=O)Cn2c(=O)oc3ccccc32)oc(-c2ccccc2)c1-c1ccccc1,-2,-0.8,-3,5,7,4,-4,3,-1
Cc1ccccc1NC(=O)c1ccc(NC(=O)C2CCCO2)cc1 (stereo unspecified),2,-0.5,0,4,-3,0,3,0,3
